# mIAP inh: mouse IAP inhibition. 0.2% of 330,000 active. purified mouse IAP, CDP-Star luminescence, 30 min. inhibition, % at 10 µM. AID 2806;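 active means inhibition of at least 40% at 10 µM in the primary screen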;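 further: plate controls were DMSO with enzyme for no effect and no enzyme wells for full effect; values of inactives mirror those of a sister screen read the other way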
# beta cell repl: inducers of beta-cell replication in MIN6 cells. MIN6 cells proliferation, ATPlite luminescence, 48 h; cells starved in 0.2% serum; 100% = growth in 10% serum. proliferation, % at 10 µM. 0.29% of 330,000 active. AID 2380;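 active means compounds whose signal lies at least 3.5 SD above the mean of all wells on their plate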;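 further: 0% = DMSO-treated cells in low-serum medium and 100% = 10% serum control; some compounds called inactive have numbers as strong as hits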
# hIAP act: human IAP activation | P09923 | purified human IAP, CDP-Star luminescence, 30 min; hits give high values; 1 = vehicle-only enzyme, 0 = enzyme-free background | activation factor at 10 µM | 0.16% of 330,000 active | AID 2524;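 active means activation factor of the enzyme at least 2-fold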; further: the source names both 10 and 20 µM as test concentration; values of inactives mirror those of a sister screen read the other way
# Target sequence (P09923 whole entry, looked up): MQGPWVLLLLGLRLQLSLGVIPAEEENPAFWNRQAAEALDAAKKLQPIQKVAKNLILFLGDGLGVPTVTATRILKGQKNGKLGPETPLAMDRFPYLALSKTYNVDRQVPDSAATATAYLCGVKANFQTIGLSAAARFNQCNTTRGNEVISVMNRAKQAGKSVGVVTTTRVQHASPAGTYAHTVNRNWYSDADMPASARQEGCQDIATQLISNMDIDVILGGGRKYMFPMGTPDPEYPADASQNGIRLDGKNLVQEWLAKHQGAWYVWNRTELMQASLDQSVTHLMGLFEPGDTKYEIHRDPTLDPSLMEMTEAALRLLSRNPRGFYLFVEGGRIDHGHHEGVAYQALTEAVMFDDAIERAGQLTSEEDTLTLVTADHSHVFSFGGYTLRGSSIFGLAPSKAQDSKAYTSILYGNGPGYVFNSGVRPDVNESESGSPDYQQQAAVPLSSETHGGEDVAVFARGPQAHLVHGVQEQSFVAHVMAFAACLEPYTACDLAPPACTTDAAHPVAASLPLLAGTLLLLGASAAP
# GRIN3A LBD mod: modulates the human NR3A ligand-binding domain; NR3A LBD differential scanning fluorimetry, Tm shift; 0% = protein alone, 100% = glycine-bound protein; Tm shift relative to glycine control, % at 25 µM; 2.5% of 340,000 active;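 active means melting temperature shift of at least 10% of the positive control shift, at one fixed dose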
# APOBEC3A inh: human APOBEC3A DNA deaminase inhibition; recombinant A3A, FAM/TAMRA ssDNA deamination fluorescence; inhibition, % at 20 µM; 0.41% of 330,000 active;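 active means at least 40% inhibition at 20 µM here, with at most 30% in a related deaminase screen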;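 further: plate controls were A3A with DMSO for no effect and wells lacking A3A enzyme for full effect; some results filed as inactive read as strong as hits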
# A3G deaminase: APOBEC3G (human) deaminase inhibition. recombinant A3G, ssDNA deamination FAM/TAMRA fluorescence. inhibition, % at 20 µM. 0.28% of 330,000 active. AID 493012;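 active means inhibition of at least 40% at 20 µM, with no more than 30% in the related APOBEC3A deaminase screen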;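 further: plate controls were DMSO wells with A3G for no effect and wells lacking A3G enzyme for full effect; some compounds called inactive have numbers as strong as hits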
# Target sequence (Q9HC16 whole entry, looked up): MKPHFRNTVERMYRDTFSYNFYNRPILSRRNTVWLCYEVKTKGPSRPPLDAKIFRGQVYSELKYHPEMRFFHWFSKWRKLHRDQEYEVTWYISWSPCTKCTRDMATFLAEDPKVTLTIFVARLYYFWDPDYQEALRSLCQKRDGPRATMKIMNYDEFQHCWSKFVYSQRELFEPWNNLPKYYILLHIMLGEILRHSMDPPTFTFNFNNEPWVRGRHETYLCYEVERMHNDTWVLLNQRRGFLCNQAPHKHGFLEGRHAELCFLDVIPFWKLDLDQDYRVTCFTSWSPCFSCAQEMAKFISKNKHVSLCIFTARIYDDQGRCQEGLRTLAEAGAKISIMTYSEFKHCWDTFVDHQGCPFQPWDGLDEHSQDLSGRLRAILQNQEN
# hIAP block: human IAP inhibition; P09923; inhibition, % at 10 µM; purified IAP, CDP-Star luminescence, 30 min; 0.12% of 330,000 active;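 active means inhibition reaching a set limit with compound at 10 µM in the primary screen, cut at about 35% in these data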;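 further: plate controls were DMSO wells with enzyme for no effect and no-enzyme buffer wells for full effect; values of inactives mirror those of a sister screen read the other way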
# mIAP activ: mouse IAP activation; activation factor at 10 µM; 0.24% of 330,000 active; muIAP, CDP-Star luminescence, 30 min; hits give high values; 1 = vehicle-only enzyme signal, 0 = enzyme-free wells;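 active means activation factor of at least 2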; further: the source names both 10 and 20 µM as test concentration; values of inactives mirror those of a sister screen read the other way
#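 also added = chemiluminescent substrate CDP-Star | test system = mouse IAP enzyme | signal = chemiluminescence readout | compound = DMSO-dissolved test compounds | incubation = 30 min at room temperature | benchmarks = DMSO wells, no-enzyme wells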
# MPTP block: permeability transition pore inhibition; isolated mouse mitochondria, Ca2+ swelling absorbance, 30 min; inhibition, % at 10 µM; 1.4% of 360,000 active; AID 602449;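 active means inhibition of 50% or more, scaled per plate between neutral and stimulator controls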;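 further: 0% = DMSO wells given calcium and 100% = 1 mM EGTA wells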
# * marks the source's active call; other numbers are inactive results; . = not tested or not shown. Not a hit list; 5% or so of the library scored in one or more.
no.	smiles	hIAP block	GRIN3A LBD mod	beta cell repl	hIAP act	MPTP block	mIAP inh	APOBEC3A inh	mIAP activ	A3G deaminase
1	Cc1[nH]n(C2=NCCS2)c(=O)c1N=Nc1ccccc1	7	-2	-5	0.93	0.7	17	-3	0.83	-7
2	O=C(O)C1=C[C@@H](c2csc3ccccc23)C[C@@H](OCc2ccc(CO)cc2)O1	3	7	-2	0.97	-1.1	8	-1	0.92	-7
3	CCCN1CCC(=O)N([C@H](COc2ccccc2)c2ccccc2)CC1	-33	-2	-7	1.3	-1.3	-16	1	1.2	3
4	CC(C)c1ccc(NC(=O)[C@H](Cc2c[nH]c3ccccc23)NC(=O)[C@@H]2Cc3ccccc3CN2)cc1	0	1	-6	1	38	-30	-4	1.3	-6
5	O=C(COc1cc2oc(=O)c3c(c2cc1Cl)CCC3)NCCCn1ccnc1	31	1	-2	0.69	-1.5	9	0	0.91	2
6	COC(=O)CSc1ncnc2c(C)csc12	-10	-1	1	1.1	0.5	-3	2	1	0
7	Cc1ccc(NC(=O)CSCC(=O)NNC(=O)c2ccoc2C)cc1	-2	0	-3	1	-2.0	10	-1	0.9	-7
8	COc1ccc(CCn2c(=N)c(C(=O)NCc3ccco3)cc3c(=O)n4cccc(C)c4nc32)cc1	8	-1	10*	0.92	-1.5	7	15	0.93	20
9	COc1ccc2oc(C(=O)Nc3nc(C)cs3)c(C)c2c1	12	20*	-6	0.88	0.9	13	-3	0.87	-7
10	CCCCCCCCCCCCN1C(=O)CSC1c1cccnc1 (stereo unspecified)	14	10	-6	0.86	62*	5	-2	0.95	-4
11	O=C(CCC(=O)c1ccc(Br)cc1)Nc1ccc(F)cc1	-7	0	-2	1.1	0.9	-1	-2	1	-3
12	Cc1cc(/C=C2/NC(=O)N(Cc3ccccc3F)C2=O)c(C)n1C	-4	0	-2	1	-1.5	9	-2	0.91	-2
13	Cn1c(Cn2c(=O)sc3ccccc32)nnc1SCC(=O)N1CCN(c2ccccc2)CC1	-9	0	-3	1.1	-0.3	0	3	1	8
14	Cc1ccc(C(=O)Nc2ccc(CN3CCCCC3)cc2)c(C)c1	-21	0	-4	1.2	-1.2	-1	0	1	-5
15	COC(=O)CC1C(=O)NCCN1C(=O)c1ccc([N+](=O)[O-])cc1 (stereo unspecified)	1	1	-5	0.99	1.1	1	-2	0.99	-2
16	NC(=O)CC(NC(=O)Cc1ccc(Cl)cc1)c1ccc(NCCOc2ccccc2)c([N+](=O)[O-])c1 (stereo unspecified)	0	-4	-3	1	-0.1	2	1	0.98	5
17	COc1ccccc1NC(=O)Nc1nc(CC(=O)Nc2ccc(N(C)C)cc2)cs1	-20	24*	-5	1.2	1.4	3	-2	0.97	-5
18	c1cncc(Cc2cc3ccccc3[nH]2)c1	11	-2	0	0.89	-0.3	-10	0	1.1	6
19	COc1ccc(CCNC(=O)CSc2nn3c(=O)c(C)nnc3s2)cc1OC	-29	-1	0	1.3	-0.8	6	-1	0.94	-6
20	COc1ccc(/C=C(/NC(=O)c2ccc([N+](=O)[O-])cc2)C(=O)NCCCN(C)C)cc1	5	-1	-2	0.95	0.3	13	1	0.87	-4
21	Cc1nc2c(c(=O)n1CCC(C)C)c1nc3ccccc3nc1n2Cc1ccc2c(c1)OCO2	3	0	-3	0.97	.	15	-2	0.85	-6
22	COc1ccccc1N1CCN(C(=O)C(C)N(c2ccc(C)cc2)S(C)(=O)=O)CC1 (stereo unspecified)	-6	0	-1	1.1	-0.9	-8	-3	1.1	-5
23	O=C(COc1ccccc1Br)Nc1ccccc1C(F)(F)F	4	0	0	0.96	-0.2	4	-1	0.96	-5
24	CCN(CC)CCCNC(=O)C1CCN(c2ncnc3c2sc2cccc(F)c23)CC1	-9	1	-1	1.1	0.6	-6	48*	1.1	-1
25	CCOc1c(Br)cc(/C=C2/SC(=O)N(CC(=O)N3CCCC3)C2=O)cc1OC	-19	-2	-3	1.2	0.1	11	-6	0.89	-6
26	O=C(CCSc1ccccc1)NCc1cccnc1	8	1	-2	0.92	-1.1	-3	-5	1	-13
27	C/C=C/Cn1c(SCCCc2ccccc2)nc2c1c(=O)[nH]c(=O)n2C	-3	-2	-5	1	1.1	-11	-2	1.1	-5
28	Cn1nnnc1Sc1ncnc2scc(Br)c12	4	-1	-6	0.96	0.2	-7	-6	1.1	-11
29	COC(=O)c1cccc(NC(=O)CCN2C(=O)C3CC=CCC3C2=O)c1 (stereo unspecified)	1	1	-1	0.99	0.7	-7	1	1.1	-3
30	O=C(CNC(=O)c1ccccc1)OCc1cc(=O)n2cc(Br)ccc2n1	-32	2	-4	1.3	1.2	8	-1	0.92	-4
31	Cn1c(N)c(C(=O)CSc2nnc(-c3ccccc3F)n2C2CC2)c(=O)n(C)c1=O	9	-1	-1	0.91	-1.1	4	3	0.95	-4
32	CC(NC(=O)Nc1ccc(Cl)cc1)C(c1cccs1)N1CCOCC1 (stereo unspecified)	-19	-4	2	1.2	0.7	-137	-6	2.4*	-5
33	COc1ccc(NC(=O)N2CCN(c3nc(-c4cccc(OC)c4)cs3)CC2)cc1	-4	0	-3	1	1.7	-16	0	1.2	0
34	COc1ccc(/C=C/C(=O)c2cc(F)ccc2OC(=O)c2ccc(OC)c(OC)c2)cc1OC	-2	0	-6	1	2.0	8	-2	0.92	-5
35	Cc1ccc(Cn2nc3c(cc2=O)CCc2ccccc2-3)cc1	4	1	-1	0.95	-2.2	6	3	0.94	-6
36	Cc1cc(C(=O)NC2CC(C)(C)Cc3c2cnn3-c2cccc(F)c2)n(C)n1 (stereo unspecified)	-21	-1	-3	1.2	0.1	-11	-4	1.1	0
37	CC(=O)c1cnc2ncnn2c1C	9	0	1	0.91	1.0	-1	6	1	-2
38	Cc1ccc(NC(=O)CSc2nnc(CNC(=O)C34CC5CC(CC(C5)C3)C4)n2-c2ccc(F)cc2)cc1	3	-6	0	0.97	2.9	-13	-1	1.1	-1
39	Cc1ccc(Cl)c2c(N=Nc3ccccc3)c(O)[nH]c12	10	0	0	0.9	3.3	0	-3	1	-6
40	COP(=O)(OC)C(Nc1ccc([N+](=O)[O-])cc1)c1ccccc1 (stereo unspecified)	-22	1	4	1.2	-2.0	4	-2	0.96	-7
41	COc1ccc(C(=O)O)cc1NS(=O)(=O)c1cccc2nsnc12	-14	0	-2	1.1	0.8	-5	5	1.1	4
42	CC1(C)N(O)CC(c2cccs2)=[N+]1[O-]	0	5	1	1	-0.9	11	-1	0.89	-2
43	O=[N+]([O-])c1ccccc1S(=O)(=O)N1CCN(c2ccccn2)CC1	-6	-5	-4	1.1	-0.2	-11	0	1.1	-4
44	CN(Cc1ccccc1)c1oc(-c2ccco2)nc1C#N	-16	1	-2	1.2	-1.5	8	-1	0.92	-8
45	Cc1ccc(NC(=O)c2ccccc2[N+](=O)[O-])nc1	3	0	-2	0.97	0.8	4	-1	0.96	-7
46	c1ccc(-n2ncc3c(NCc4ccco4)ncnc32)cc1	-11	0	-1	1.1	0.5	-9	-1	1.1	-4
47	Cc1ccc(-c2cc(C)nc3ncnn23)cc1	4	1	-2	0.96	-0.9	5	0	0.95	-6
48	Cc1cccc(N2CN(Cc3cccnc3)CNC2=S)c1C	19	4	0	0.81	-0.6	2	-4	0.98	-5
49	C=CCn1c(-c2sc3nc(C)cc(C)c3c2N)n[nH]c1=S	6	1	0	0.94	1.4	-1	-4	1	49*
50	O=C(CN1CCCN(Cc2ccc(F)cc2)S1(=O)=O)NC1CCCC1	-18	0	-4	1.2	-1.0	-3	1	1	-2
51	COc1ccccc1-n1c(C)nc(=O)c(-c2ccccc2)c1C	-9	1	-2	1.1	-0.7	4	3	0.96	0
52	Cn1c(N)c(C(=O)CSc2nn(-c3ccccc3)c(=S)s2)c(=O)n(C)c1=O	21	3	2	0.79	0.5	9	-4	0.91	-12
53	COc1ccc(Br)c(C(=O)N(C)CC(=O)Nc2ccc(N3CCOCC3)cc2)c1	8	2	3	0.92	0.4	8	-2	0.93	-12
54	CC1CC(C)CN(CCCNC(=O)c2ccc3nc(N4CCCCC4)sc3c2)C1 (stereo unspecified)	4	-1	-4	0.96	0.1	-8	0	1.1	3
55	COc1ccc(S(=O)(=O)N2CCCCCC2)cc1C(=O)N1CCN(c2ccccc2O)CC1	-8	1	-4	1.1	-1.2	2	-3	0.98	-5
56	CC(C)c1ccccc1NC(=S)NN(Cc1ccccc1)c1ccccc1	7	2	-6	0.93	0.8	-11	-6	1.1	-7
57	CC(C)C(=O)Nc1nc(-c2ccc([N+](=O)[O-])cc2)cs1	2	-1	1	0.98	0.2	-7	0	1.1	-8
58	O=C(O)c1ccc(-n2c(-c3cc(-c4ccco4)[nH]n3)n[nH]c2=S)cc1	3	3	1	0.97	-3.4	38	81	0.62	61
59	OCC1(CC2CCCCO2)CCN(C/C=C/c2ccccc2)CC1 (stereo unspecified)	7	0	1	0.93	-1.5	-3	-1	1	-2
60	O=C(NC1CCN(CC(=O)N(c2ccccc2)c2ccccc2)CC1)c1ccc([N+](=O)[O-])cc1	5	-2	-2	0.95	-1.5	-2	-1	1	-7

# One compound at a time, as listed above. Order of values: hIAP block	GRIN3A LBD mod	beta cell repl	hIAP act	MPTP block	mIAP inh	APOBEC3A inh	mIAP activ	A3G deaminase
# Shown for `Cc1cccc(N2CN(Cc3cccnc3)CNC2=S)c1C` : 19	4	0	0.81	-0.6	2	-4	0.98	-5
# Shown for `Cn1c(N)c(C(=O)CSc2nn(-c3ccccc3)c(=S)s2)c(=O)n(C)c1=O` : 21	3	2	0.79	0.5	9	-4	0.91	-12
# Shown for `CN(Cc1ccccc1)c1oc(-c2ccco2)nc1C#N` : -16	1	-2	1.2	-1.5	8	-1	0.92	-8

# Remaining list, next part
no.	smiles	hIAP block	GRIN3A LBD mod	beta cell repl	hIAP act	MPTP block	mIAP inh	APOBEC3A inh	mIAP activ	A3G deaminase
61	Cc1cccc(OCC(=O)Nc2ccc(C(=O)NCC(C)C)cc2)c1	-10	-10	-4	1.1	0.7	-3	-11	1	-7
62	CCOC(=O)c1c(NC(C)=O)sc2c1CCC(C=NCCCN(CC)CC)=C2Sc1ccccc1	13	1	-4	0.87	-4.2	17	-6	0.83	-10
63	Cc1cc([N+](=O)[O-])ccc1N	-2	0	2	1	-1.0	-1	-1	1	-4
64	Cc1ccc(NC(=O)COC(=O)Cc2cccs2)c(Br)c1	2	0	-1	0.98	-2.2	6	1	0.94	1
65	O=C(Nc1ccccc1)O/N=C/c1ccccc1Cl	9	-27	-1	0.91	0.5	-12	0	1.1	-1
66	Cc1c(S(=O)(=O)N2CCN(c3ccc(F)cc3)CC2)c(=O)n(C)c(=O)n1C	23	-4	-1	0.77	0.4	1	-4	0.99	-4
67	CN(C(=O)c1ccc(NC(=O)Cc2cccc(NC(=O)C3CCN(C(=O)C4CCC4)CC3)c2)cc1)C1CCCC1	-12	0	1	1.1	-0.4	-16	2	1.2	-3
68	COCCCNC(=O)CCc1nc(-c2ccccc2Cl)no1	-3	0	3	1	0.2	5	0	0.95	1
69	Cn1c(=O)c2c(nc(NCc3cccnc3)n2Cc2ccc(Cl)cc2)n(C)c1=O	-5	1	-6	1	-2.4	-22	4	1.2	0
70	N/C(=N\NC(=O)Nc1ccc(Cl)cc1)c1ccccn1	-6	-5	-1	1.1	3.2	15	1	0.85	-4
71	COC(=O)c1c(NC(NC(=O)C(C)C)C(Cl)(Cl)Cl)sc2c1CCCC2 (stereo unspecified)	-7	-5	-5	1.1	0.8	12	2	0.88	1
72	COC(=O)c1cc(-c2ccc(C)o2)nc2ccccc12	9	1	0	0.91	-1.2	1	8	0.99	9

# Assay outcomes from PubChem BioAssay.
